# Bioassay records (PubChem)
# PRMT1 inh: blocks human protein arginine methyltransferase 1. Q99873. recombinant PRMT1, activity-based probe fluorescence polarization. inhibition, % at 2.79 µM. hit rate 1.3% among 370,000. AID 652257;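 active means inhibition above about 21% made by adding two undisclosed values, limit read from the data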
# UHRF1 MBD2 ctr: UHRF1 methyl-DNA binding inhibition; Q96T88; UHRF1 binding to methylated oligo, TR-FRET; inhibition, % at 4.4 µM; hit rate 0.75% among 370,000; AID 687016; in the data active means inhibition above about 21%;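 further: UHRF1 SRA domain binding a hemimethylated CpG hairpin DNA probe; 0% = median of test compound wells and 100% = reference inhibitor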
# mABHD4 FP: inhibits mouse alpha/beta hydrolase domain 4; hit rate 0.54% among 370,000; purified mABHD4, FP-Rh probe fluorescence polarization; Q8VD66; inhibition, % at 8.92 µM;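 active means inhibition exceeding the mean over every tested compound plus 3 SD, cut at about 30% in these data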;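 further: 0% = plate median of compound wells and 100% = S159A mutant with DMSO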
# Target sequence (Q8VD66 whole entry, looked up, the tested form may be a part): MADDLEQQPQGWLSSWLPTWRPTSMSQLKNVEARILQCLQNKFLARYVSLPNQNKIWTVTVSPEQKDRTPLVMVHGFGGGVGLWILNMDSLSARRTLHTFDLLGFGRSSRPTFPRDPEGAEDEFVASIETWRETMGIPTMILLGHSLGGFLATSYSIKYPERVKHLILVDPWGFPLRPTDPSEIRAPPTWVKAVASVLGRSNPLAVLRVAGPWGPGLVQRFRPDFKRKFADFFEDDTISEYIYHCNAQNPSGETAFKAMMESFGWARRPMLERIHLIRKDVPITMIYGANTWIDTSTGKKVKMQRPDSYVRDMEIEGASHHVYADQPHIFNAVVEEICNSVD
#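 system = mouse ABHD4 enzyme, wild type | medium = HEPES pH 7.0, NaCl, Pluronic buffer | also added = FP-Rh probe | incubation = Enzyme–compound pre-incubation 45 min, then probe 60 min, both 25 °C | technique = fluorescence polarization, excitation 525 nm, emission 598 nm, BODIPY TMR filters | controls = S159A mutant high control, sample median low control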
# MBD2 inh: MBD2-methylated oligo binding inhibition | Q9UBB5 | TR-FRET, MBD2 binding to methylated oligonucleotide | inhibition, % at 4.4 µM | hit rate 0.31% among 370,000; in the data active means inhibition above about 13%
# TCR CD3 inh: blocks the human TCR-CD3 interaction | TAMRA-labeled TCR probe fluorescence, biochemical | inhibition, % at 9.4 µM | hit rate 0.37% among 360,000 | AID 651800; in the data active means inhibition above about 19%;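 further: recombinant mutant TCR 2C K166C tagged with TAMRA read by polarization; 0% = receptor in buffer alone and 100% = receptor with positive control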
# NPR1 activator: GC-A (human) enzyme activation | AID 1671463 | activation, % at 10 µM | hit rate 0.14% among 370,000 | HEK293 GC-A cells, cGMP TR-FRET, EC30 ANP; 0% at EC30 ANP, 100% saturating ANP; in the data active means activation above about 40%
# rCAG binder: r(CAG) repeat RNA binding; TO-PRO-1 dye displacement fluorescence; inhibition, % at 3 µM; hit rate 1.3% among 370,000; AID 651821;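 active means inhibition above the plate cutoff, the mean of all test compounds on that plate plus 3 SD, cut at about 35% in these data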;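 further: 0% = DMSO alone and 100% = 100 µM mitoxantrone as full dye displacement; higher means more dye released from RNA so lower well fluorescence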
# NPR2 activator: GC-B (human) receptor activation. P20594. HEK293-GC-B cells, CNP EC30, cGMP TR-FRET; 0% at EC30 CNP, 100% saturating CNP. activation, % at 10 µM. hit rate 0.11% among 370,000;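 active means activation at 10 µM reaching about 35% in either raw or pattern-adjusted values, limit read from the data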
# HTRA1 inhibitor: HTRA1 (human) protease inhibition; AID 504803; hit rate 0.5% among 340,000; recombinant HTRA1, FP-rhodamine activity-based probe, fluorescence polarization; inhibition, % at 5.96 µM; in the data active means inhibition above about 36%;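 further: 0% = enzyme with DMSO and 100% = wells lacking enzyme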
# SIAE inh: inhibitors of human sialic acid acetylesterase SIAE; Q9HAT2; SIAE FP-Rh probe binding, fluorescence polarization; inhibition, % at 9.66 µM; hit rate 0.69% among 370,000; AID 1053197;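 active means inhibition above a cutoff: mean of compounds within the control limits plus 3 SD of those, cut at about 17% in these data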;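 further: 0% = plate median of compound wells and 100% = probe without SIAE protein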
# Target sequence (Q9HAT2 whole entry, looked up): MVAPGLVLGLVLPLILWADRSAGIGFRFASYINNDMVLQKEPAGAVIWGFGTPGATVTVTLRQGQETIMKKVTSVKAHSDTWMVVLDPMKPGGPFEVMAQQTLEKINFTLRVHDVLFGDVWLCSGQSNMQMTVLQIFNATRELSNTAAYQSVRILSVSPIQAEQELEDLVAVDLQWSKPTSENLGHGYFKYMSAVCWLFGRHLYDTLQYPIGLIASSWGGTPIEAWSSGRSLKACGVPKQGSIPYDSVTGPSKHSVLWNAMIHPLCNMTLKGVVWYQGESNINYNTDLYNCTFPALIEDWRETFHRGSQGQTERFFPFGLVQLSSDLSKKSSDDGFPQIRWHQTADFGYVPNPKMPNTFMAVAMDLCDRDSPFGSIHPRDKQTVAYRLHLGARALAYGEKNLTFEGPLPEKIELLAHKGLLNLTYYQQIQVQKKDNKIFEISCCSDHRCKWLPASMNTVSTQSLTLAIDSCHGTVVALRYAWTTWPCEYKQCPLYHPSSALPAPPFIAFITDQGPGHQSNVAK
# Starred values were filed as active, the others as inactive; · = not tested or not shown.
SMILES,PRMT1 inh,UHRF1 MBD2 ctr,mABHD4 FP,MBD2 inh,TCR CD3 inh,NPR1 activator,rCAG binder,NPR2 activator,HTRA1 inhibitor,SIAE inh
CCc1ccccc1N1C[C@@]23C=C[C@@H](O2)C(C(=O)OCC(C)C)[C@H]3C1=O (stereo partly specified),-1,-1,-3,2,3,4,-6,7,-4,-2
C=Cn1cc[n+](CC(=O)c2ccc(Cl)c(Cl)c2)c1,-7,0,9,-5,1,4,3,5,0,-5
COc1ccc(NC(=O)COC(=O)C2CC(=O)N(c3ccc(OC(C)C)cc3)C2)cc1 (stereo unspecified),0,2,1,-1,-2,3,0,-5,1,0
COC(=O)C(C(=O)Nc1ncccn1)C1CCCCCC1 (stereo unspecified),0,1,0,1,0,0,3,4,-5,0
CC(C)/C=C/C(=O)N1CCC(N2CCC(C(=O)NCc3ccccn3)CC2)CC1,3,0,-1,1,-3,3,-2,7,-3,6
CC(C)c1ccc(NC(=O)NC2CCN(CC(=O)Nc3cccc4ccccc34)CC2)cc1,-2,11,-16,3,3,-1,22,-1,-6,3
COc1ccccc1CNC(=O)COc1cccc(-n2cnnn2)c1,0,1,2,-2,6,0,-1,-3,-2,-1
O=C(CSc1nc2ccccc2c(=O)n1CC1CCCO1)NCc1ccc2c(c1)OCO2 (stereo unspecified),0,-2,4,1,4,1,0,0,-1,-5
CC(C)Sc1nnc(SCC(=O)N(C)C2CCS(=O)(=O)C2)s1 (stereo unspecified),-1,2,-2,3,0,1,0,1,-1,4
CCN1C(=O)N[C@@H](c2ccco2)C(C(=O)OC)=C1C,0,1,3,6,-5,0,2,-1,-6,3
CC(=O)c1ccccc1C(=O)N(C)C1CCCN(Cc2ccccc2F)C1 (stereo unspecified),-2,-4,5,4,-7,6,-5,6,-12,7
CC(=O)N1CCN(c2ccc(N3CCN(C(C)=O)[C@H](C)C3)c(C)c2)[C@@H](C)C1,-2,-58,1,-6,-3,-2,1,6,·,7
COc1ccccc1C(=O)NC(=O)Nc1nc(-c2ccccc2)cc(C(F)(F)F)n1,-3,-1,1,-5,-2,1,5,-2,-8,-4
Cc1cc(C)n2nc(SCC(=O)Nc3c(C)nn(-c4ccccc4)c3C)nc2n1,-1,1,4,0,8,-1,1,1,-1,0
CC(=O)/C=C(\C)Nc1c(C)n(C)n(-c2ccccc2)c1=O,2,-1,2,0,-3,2,0,0,0,14
O=C(NCCC1=CCCCC1)c1ccc(Br)o1,2,3,-5,1,0,-6,-1,-5,2,6
NC(=O)COc1ccc(-c2noc(COc3ccccc3[N+](=O)[O-])n2)cc1,2,0,-7,2,-8,0,0,-2,-2,-11
CN1[C@@H](Cc2ccccc2)COc2cccc(F)c2S1(=O)=O,1,-3,0,-8,·,1,3,-1,·,-6
COc1ccc(-c2nnc(SCC(=O)N(C)C3CCS(=O)(=O)C3)n2N)cc1OC (stereo unspecified),9,42*,-10,6,-16,5,0,0,-1,-10
COC(=O)C1=C(C)N(Cc2ccccc2C(F)(F)F)C(=NCc2ccccc2C(F)(F)F)NC1c1cccc(F)c1 (stereo unspecified),-2,-5,8,-9,4,-11,2,-3,·,-7
O=C1c2ccccc2NC2CCCCC12 (stereo unspecified),2,4,9,-2,-4,-3,-2,6,3,7
Cc1cc(C)c(NC(=O)COC(=O)CSc2ccc(Br)cc2C)c(C)c1,4,3,10,2,3,-3,2,-5,1,2
O=C(NN=Cc1ccc2c(c1)OCO2)C1CC1,0,-1,3,-2,2,3,1,7,5,-2
Cc1nn(C)c(Oc2ccccc2)c1CCNS(=O)(=O)c1ccc(F)cc1,-3,1,-9,6,0,-1,-8,4,3,-1
CC1=CC(c2ccc(Cl)cc2)n2nc(NC(=O)CCC(=O)O)nc2N1 (stereo unspecified),7,0,-6,-2,4,5,3,-4,-4,-3
O=C(COc1nncc2ccccc12)Nc1c(F)c(F)c(F)c(F)c1F,4,2,6,-3,-4,7,-2,0,5,-4
C/C(=N\NC(=O)CSc1nc2ccccc2o1)c1ccc(O)cc1,7,-2,-2,4,12,4,2,-3,32,5
COCOCCn1cc(CN2CCS(=O)(=O)N(Cc3ccc(-c4ccncc4)cc3)C(C(C)C)C2=O)nn1 (stereo unspecified),-6,-1,3,-1,-3,-2,0,0,-1,3
O=C(Nc1c(-c2ccc3c(c2)OCO3)[nH][nH]c1=O)c1cccc(C(F)(F)F)c1,-4,14,1,2,8,0,12,-4,·,3
CC(=O)[C@@]1(O)CCC2C3C=CC4=CC(=O)CC[C@]4(C)C3CC[C@@]21C (stereo partly specified),1,-2,-2,-7,4,-2,-2,-1,3,-2
COc1ccc(Cl)cc1Nc1nc(-c2sc(NC(=O)C(C)(C)C)nc2C)cs1,0,0,16,2,-1,-2,34,5,-1,2
O=C(CSc1nnc(C2CC2)n1C1CC1)c1cccs1,3,1,-2,2,8,3,4,-1,0,3
CCCSCCCNC(=O)CN1C(=O)COc2ccc(S(=O)(=O)N3CCCC3)cc21,1,15,6,2,2,3,-3,4,0,-7
Cc1ccc(S(=O)(=O)Nc2ccc3nc(C)sc3c2)c(C)c1,3,0,-5,-1,0,-3,4,6,-19,-2
CCC(Oc1ccccc1F)C(=O)Nc1ccc2c(c1)n(C)c(=O)n2C (stereo unspecified),4,0,11,3,-7,-1,-8,-1,7,-6
COc1ccc(CCNC(=O)CSc2nc3[nH]c(=O)cc(O)c3s2)cc1,29*,-1,10,-2,1,-1,22,0,-3,7
COc1ccccc1C1/C(=C(/O)c2ccc(Cl)cc2)C(=O)C(=O)N1CCN1CCOCC1 (stereo unspecified),-1,-5,-5,-5,2,-5,2,-9,-1,0
COc1ccccc1/C=N/N1C(=O)c2cccc3cccc(c23)C1=O,0,-7,23,-3,32*,0,2,-3,13,8
COc1ccc(CNC(=O)C2CCCN(S(=O)(=O)c3ccc(F)cc3)C2)cc1 (stereo unspecified),-7,-2,-6,-5,7,1,-5,3,1,-3
COc1ccc(Br)cc1C1CC(=O)N2CN(Cc3ccccc3)CSC2=C1C#N (stereo unspecified),25*,0,-1,-3,6,2,38*,6,-18,-2
COc1ccc(C2c3ccc(O)cc3Oc3ncn(CCCO)c(=N)c32)cc1 (stereo unspecified),-3,2,-6,-4,9,3,2,12,-1,-4
C[C@H](CO)N1C[C@H](C)[C@@H](CN(C)C(=O)Nc2ccccc2)Oc2ccc(NC(=O)Nc3ccc4c(c3)OCO4)cc2C1=O,5,5,6,0,1,-2,22,-2,-7,6
Cc1cc(-c2nnc(CCC(=O)NCc3ccc(OC(F)(F)F)cc3)o2)no1,1,0,-1,-1,-6,1,-7,0,-1,7
CCOc1ccc(NC(=O)c2nsc(Cl)c2Cl)cc1,-1,1,2,4,4,-1,-5,-5,2,10
CCOC(=O)C1CCN(S(=O)(=O)c2ccc3c(c2)CC(=O)N3C)CC1,1,-6,5,-6,-4,-14,5,-6,-1,5
O=C(c1ccc2nc(N3CCCCC3)sc2c1)N1CCN(Cc2ccc3c(c2)OCO3)CC1,-5,-2,6,5,4,2,2,1,-16,4
COc1ccc([C@@H]2CC=C(C(=O)O)[C@H](c3ccc(Cl)cc3)N2S(=O)(=O)c2ccc(Cl)cc2)cc1,-1,0,2,1,1,-1,59*,3,-12,-4
N/C(Cc1ccc(Cl)cc1)=N\OC(=O)c1ccc2ccccc2c1,0,0,-2,2,0,2,0,-2,-6,2
Cc1ccc(S(=O)(=O)NC2CCOC(C)(C)C2)cc1 (stereo unspecified),-1,-1,-7,-1,-1,5,-2,-1,3,9
CCCc1nc(NC(C)=O)c(C#N)c(-c2ccco2)c1CC,7,1,11,6,-1,13,-1,8,0,1
COc1ccc(N2C(=O)C3CCCN3C2c2cc(OC)c(OC)cc2OC)cc1 (stereo unspecified),-8,0,-5,-5,-9,-5,3,-8,2,-4
CCO[C@H]1C[C@@H](c2ccc(CC)cc2)N(S(=O)(=O)c2ccc(C)cc2)C2CC(c3ccc(CC)cc3)N(S(=O)(=O)c3ccc(C)cc3)CC21 (stereo partly specified),0,-1,4,-6,3,-2,5,0,·,0
Cn1c(N)c(C(=O)COC(=O)c2cc(C(F)(F)F)nc3ccccc23)c(=O)n(C)c1=O,1,-2,-4,2,-2,4,-1,15,·,5
CCOC(=O)c1cnc[nH]c1=O,3,2,6,-1,-5,4,1,0,9,-8
O=C(Oc1cccnc1)c1cc2ccccc2oc1=O,0,1,3,3,-2,0,-2,-2,-2,-6
CC(=O)Nc1ccc(C(=O)CSc2nccc(=O)[nH]2)cc1,-2,-2,-3,-6,-6,2,-1,-1,·,4
O=C(O)c1cc(-c2cc3ccccc3o2)nn1-c1ccccc1,2,0,5,-5,8,-2,12,-9,-6,-9
CC1(C)CC(NCc2cccc([N+](=O)[O-])c2)CC(C)(C)N1,-6,6,-3,5,-12,-4,2,-3,1,0
C=CCNc1ncnc2c1ncn2[C@H]1CN(Cc2ccccc2)C[C@@H](CO)O1,-8,2,3,0,5,2,1,-6,·,2
Cc1ccc(-c2c(C(=O)NCC(C)C)oc(=O)c3ccccc23)cc1,2,0,1,-3,·,-19,-3,-6,·,4

# Additional results follow:
SMILES,PRMT1 inh,UHRF1 MBD2 ctr,mABHD4 FP,MBD2 inh,TCR CD3 inh,NPR1 activator,rCAG binder,NPR2 activator,HTRA1 inhibitor,SIAE inh
CC1CCc2c(nc3ncnn3c2NCCN(C)C)C1 (stereo unspecified),-3,0,6,-1,9,8,1,3,2,0
COC(=O)c1sccc1NC(=S)N1CC(C)CC(C)C1 (stereo unspecified),1,-1,3,-4,4,-5,-3,3,-8,3
O=C1c2ccccc2-c2nnc(-c3ccccc3)cc21,2,-7,0,-4,10,-2,4,-7,6,2
CCOc1ccccc1CNC(=O)C1CCCN(c2nn3c(=O)cc(C)nc3s2)C1 (stereo unspecified),6,6,4,0,2,0,-5,-4,0,-1
O=C(NCCN1C(=O)S/C(=C/c2cccnc2)C1=O)c1cccs1,5,-2,3,-3,8,0,4,-1,3,7
NC(=O)CN1C(=O)C(O)(CC(=O)/C=C\C=C\c2ccccc2)c2ccccc21 (stereo unspecified),-2,-2,0,3,6,-4,-7,-1,-1,8
Cc1cccc(NC(=O)c2cc(-c3cc(C)cc(C)c3O)n[nH]2)c1,-3,-3,-34,3,-3,0,12,4,-42,-13
O=c1[nH]cnc2c1C(c1ccccc1[N+](=O)[O-])c1c(nc[nH]c1=O)O2,0,0,5,-5,5,0,3,-2,-2,9
CCC(Oc1ccccc1C)C(=O)Nc1ccc(S(=O)(=O)Nc2cc(C)on2)cc1 (stereo unspecified),1,-1,-1,-8,-4,1,21,-3,11,6

# Profiles as entered above.
# Results for Cc1cccc(NC(=O)c2cc(-c3cc(C)cc(C)c3O)n[nH]2)c1 → PRMT1 inh: -3; UHRF1 MBD2 ctr: -3; mABHD4 FP: -34; MBD2 inh: 3; TCR CD3 inh: -3; NPR1 activator: 0; rCAG binder: 12; NPR2 activator: 4; HTRA1 inhibitor: -42; SIAE inh: -13
# Results for O=C1c2ccccc2-c2nnc(-c3ccccc3)cc21 → PRMT1 inh: 2; UHRF1 MBD2 ctr: -7; mABHD4 FP: 0; MBD2 inh: -4; TCR CD3 inh: 10; NPR1 activator: -2; rCAG binder: 4; NPR2 activator: -7; HTRA1 inhibitor: 6; SIAE inh: 2
# Results for CCOc1ccccc1CNC(=O)C1CCCN(c2nn3c(=O)cc(C)nc3s2)C1 (stereo unspecified) → PRMT1 inh: 6; UHRF1 MBD2 ctr: 6; mABHD4 FP: 4; MBD2 inh: 0; TCR CD3 inh: 2; NPR1 activator: 0; rCAG binder: -5; NPR2 activator: -4; HTRA1 inhibitor: 0; SIAE inh: -1

# These rows are one share of the data. The share of hits here may be higher or lower than overall.
